High-throughput results from PubChem BioAssay.
All columns: NCI-60 one-dose screen, growth in % after 48 h at 10 µM unless noted; 100 = growth as untreated, 0 = no growth, -100 = all killed.
U251: U251 CNS tumor cells. 5.4% of 80,000 active
SF-268: SF-268 CNS cancer cells | 3.1% of 82,000 active | AID 1794759
HCC-2998: HCC-2998 colon cancer. 4.7% of 79,000 active
SF-539: SF-539 CNS cancer; 6.8% of 81,000 active; AID 1794752
SF-295: SF-295 CNS cancer cells; 5.6% of 79,000 active
SNB-75: SNB-75 CNS cancer | 5% of 79,000 active | AID 1794750
PC-3: PC-3 prostate cancer cells. 3.9% of 80,000 active. AID 1794754
SNB-19: SNB-19 CNS cancer cells; 2.5% of 81,000 active
The depositor's hits bear a star; x = no result given; & = joins results of further samples. Rule for the calls: active = growth percent below 10; inactive = the rest.

no. | smiles | U251 | SF-268 | HCC-2998 | SF-539 | SF-295 | SNB-75 | PC-3 | SNB-19
1 | CC(C)NCCNc1ccnc2cc(Cl)ccc12 | 91 | 101 | 108 | 93 | x | 89 | 89 | 95
2 | CN1C(=O)/C(=c2\sc3n(c2=O)C2C(NN=3)N(C)C(=O)N2C)c2ccccc21 (stereo not drawn) | 96 | 93 | 102 | 95 | 101 | 72 | 85 | 95
3 | COc1cc2c(cc1OC)C(c1ccc(S(N)(=O)=O)cc1)N(S(N)(=O)=O)CC2 (stereo not drawn) | 110 | 94 | 100 | 104 | 95 | 88 | 96 | 102
4 | CN(C)CCNc1nc2ccccc2c2c(=O)c3ccccc3sc12 | 18 | 26 | -11* | 37 | 0.2* | 31 | 21 | 48
5 | C/C(=C(/c1ccc(Cl)cc1)c1ccc(OCCN)cc1)c1ccc(O)cc1 | 102 | 103 | 110 | 100 | 103 | 94 | 99 | 96
6 | Nc1ncnc(NC2CCCCC2)n1 | 102 | 106 | 101 | 101 | 103 | 91 | 98 | 98
7 | Cc1cccc(C)c1NC(=O)N=Nc1c(O)[nH]c2ccccc12 | 103 | 95 | 85 | 85 | 98 | 72 | 91 | 95
8 | NS(=O)(=O)c1ccc(-n2ncc3c(NC4CCCCC4)ncnc32)cc1 | 96 | 116 | 92 | 91 | 49 | 113 | 93 | 94
9 | CCN1C(=O)N(CC)C2C1NN=c1s/c(=C3\C(=O)N(CC(C)C)c4ccccc43)c(=O)n12 (stereo not drawn) | 12 | 55 | 14 | -24* | 6.8* | 15 | 28 | 28
10 | CCc1c2cc(C(F)(F)F)ccc2n2cc(Cc3ccccc3)[nH]c(=O)c12 | 107 | 99 | 109 | 101 | 107 | 83 | 90 | 114
11 | CC[C@H](CC[C@@H](C)[C@H]1CC[C@H]2[C@@H]3CC(=O)C4=CC(=O)/C(=C/c5ccc([N+](=O)[O-])cc5)C[C@]4(C)[C@H]3CC[C@]12C)C(C)C | 100 | 108 | 105 | 97 | 97 | 96 | 95 | 102
12 | N#CCCNc1ccc(NCCC#N)c2c1C(=O)c1c(O)ccc(O)c1C2=O | 82 | 69 | 86 | 82 | 71 | 88 | 74 | 87
13 | NC(=S)N/N=C/c1ccncc1 | 94 | 104 | 108 | 101 | 101 | 107 | 100 | 99
14 | COc1ccc(C(=O)N=Nc2c(O)n(C)c3ccccc23)cc1 | 98 | 96 | 117 | 90 | 101 | 92 | 91 | 87
15 | Cc1cc2ccccc2c[n+]1CC(=O)c1ccccc1 | 95 | 100 | 98 | 103 | 106 | 97 | 86 | 105
16 | S=c1[nH]sc(=S)[nH]1 | 102 | 100 | 117 | 108 | 105 | 103 | 101 | 99
17 | O=S(=O)(NCCNc1cc(-c2c(-c3cccc(O)c3)nc3sccn23)ccn1)c1ccc(F)cc1 | 66 | 54 | 121 | 85 | 88 | 30 | 48 | 80
18 | Nc1nc(Nc2cccc(F)c2)nc2ccccc12 | 38 | 77 | -60* | 54 | x | 56 | 44 | 58
19 | Cc1cc(C)n(N)c(=O)c1C#N | 100 | 107 | 108 | 109 | 99 | 95 | 96 | 100
20 | COc1ccc(-c2nc3sc4c(c3c(=O)[nH]2)CCCCCC4)cc1 | 47 | 49 | 81 | 65 | 44 | 49 | 70 | 66

2 entries picked at random from those above:
no. | smiles | U251 | SF-268 | HCC-2998 | SF-539 | SF-295 | SNB-75 | PC-3 | SNB-19
2 | CN1C(=O)/C(=c2\sc3n(c2=O)C2C(NN=3)N(C)C(=O)N2C)c2ccccc21 (stereo not drawn) | 96 | 93 | 102 | 95 | 101 | 72 | 85 | 95
8 | NS(=O)(=O)c1ccc(-n2ncc3c(NC4CCCCC4)ncnc32)cc1 | 96 | 116 | 92 | 91 | 49 | 113 | 93 | 94

(cont.)
no. | smiles | U251 | SF-268 | HCC-2998 | SF-539 | SF-295 | SNB-75 | PC-3 | SNB-19
21 | COc1cc2cc(/C=C3\SC(=Nc4ccc(S(N)(=O)=O)cc4)NC3=O)c(Cl)nc2c(OC)c1OC | 61 | 75 | 82 | 79 | 93 | 76 | 85 | 66
22 | CNC(=O)c1c(NC(=O)c2cccc(C(F)(F)F)c2F)sc2c1CCC(=O)C2 | 4.8* | 17 | 25 | -56* | -7.0* | 0.1* | 15 | 17
23 | Cc1ccc(-c2nc(SCC(=O)c3ccc(C#N)cc3)[nH]c(=O)c2C#N)cc1 | 100 | 96 | 107 | 92 | 103 | 88 | 104 | 106
24 | COc1ccc(-c2c(C#N)c(N)nc3c2CCCC3C)cc1 (stereo not drawn) | 80 | 93 | 106 | 97 | 134 | 75 | 84 | 89
25 | CC1CCC(C)N(C)C1 (stereo not drawn) | 107 | 108 | 85 | 103 | 116 | 90 | 87 | 99
26 | C/C=C(\C)C(=O)N[C@H]1[C@@H](OC(C)=O)C[C@]2(C)C3CC[C@@]4(C)C(CC[C@@H]4C(C)N(C)C)C3CCC2[C@H]1O (stereo partly drawn) | 69 | 43 | 69 | 37 | 78 | 60 | 45 | 101
27 | CCOC(=O)CSc1ncnc2c1c(-c1ccccc1)cn2-c1ccc(Cl)cc1 | 96 | 109 | 132 | 92 | 96 | 93 | 85 | 92
28 | O=c1[nH]c(NCc2ccccn2)nc2c3c(sc12)CCCC3 | 90 | 105 | 103 | 101 | 98 | 82 | 93 | 98
29 | CC(/C=N/N=C1\C(=O)Nc2ccccc21)=C\c1ccccc1 | 98 | 97 | 104 | 98 | 119 | 80 | 95 | 95
30 | Nc1ccc2c(c1)C(=O)c1ccc(Cl)cc1-2 | 104 | 102 | 101 | 96 | 109 | 86 | 93 | 102
31 | CCOC(=O)C(CC(=O)O)=C(c1ccccc1)c1ccccc1 | 95&93 | 106&103 | 106&81 | 101&104 | 97&152 | 90&77 | 95&103 | 99&100
32 | O=[N+]([O-])CC(c1cccs1)c1c[nH]c2ccccc12 (stereo not drawn) | 94 | 84 | 80 | 90 | 84 | 60 | 94 | 89
33 | CN(C)CCOC(=O)C(c1ccccc1)c1ccccc1 | 78 | 100 | 103 | 99 | 94 | 76 | 95 | 103
34 | N#Cc1c(N=Cc2ccc(N3CCN(c4ccccc4)CC3)cc2)oc(-c2ccccc2)c1-c1ccccc1 | 100 | 102 | 106 | 106 | 97 | 90 | x | 102
35 | c1ccc2sc(-c3nc4ccccc4s3)nc2c1 | 102 | 104 | 110 | 93 | 102 | 104 | 81 | 102
36 | COc1ccc(C2CC(c3ccc(N(C)C)cc3)=NN2c2ccc(S(N)(=O)=O)cc2)cc1 (stereo not drawn) | 27 | 60 | 75 | 114 | 35 | 70 | 19 | 67
37 | O=[N+]([O-])/C=C/c1cccs1 | 94 | 103 | 109 | 96 | 133 | 75 | 93 | 93
38 | CCc1nc(N)nc(N)c1C#CC(C)c1ccc(-c2ccncc2)cc1Cl (stereo not drawn) | 14 | 17 | 25 | 4.4* | 10 | -9.9* | 22 | 21
39 | COC(=O)c1ccc([N+](=O)[O-])o1 | 98 | 97 | 99 | x | 110 | 103 | 100 | 106
40 | CCOc1ccc(C(=O)N2CCN(c3nc(-c4ccccc4)cc(=O)n3C)CC2)cc1 | 94 | 98 | 96 | 91 | 95 | 78 | 82 | 88
41 | Cc1ccc(S(N)(=O)=O)cc1N | 107 | 102 | 100 | 107 | 105 | 91 | 96 | 106
42 | CC(C)=C(c1ccc(Cl)cc1)c1c(N)ncnc1N | 97 | 110 | 98 | 98 | x | 87 | 87 | 97
43 | COc1cc(C=O)ccc1OCc1ccccc1 | 91&99 | 94&107 | 106&91 | 97&103 | 100&116 | 87&72 | 103&73 | 94&101
44 | CC1(C)CC[C@]2(C(=O)Nc3ccc(Br)cc3)CC[C@]3(C)C(=CCC4[C@@]5(C)C[C@@H](O)[C@H](O)[C@@](C)(CO)C5CC[C@]43C)C2C1 (stereo partly drawn) | -19* | 44 | -33* | -5.4* | -13* | 58 | -14* | x
45 | NC(=O)c1nc2c([nH]c1=O)CCCC2 | 106 | 101 | x | 97 | 103 | 90 | 101 | x
46 | COc1cc2[nH]c(=O)c3c4cccnc4cn3c2cc1OC | 112 | 105 | 104 | 127 | 95 | 98 | 98 | 94
47 | Cc1ccc(NC(=O)NNC(=O)c2ccc(-n3cc(-c4ccccc4)nn3)cc2)cc1 | 100 | 96 | 116 | 99 | 108 | 92 | 102 | 100
48 | O=CNNc1ccccc1 | 88 | 82 | 98 | 95 | 88 | 91 | 78 | 108
49 | COc1cc(NCC(O)CN(CC(C)C)CC(C)C)c2nc(C)ccc2c1 (stereo not drawn) | 91 | 79 | 90 | 108 | 100 | 98 | 75 | 96
50 | COc1ccc(C2C3N=C4N(NC(=O)N4c4ccccc4)C3=Nc3nc(-c4ccc(Cl)cc4)nn32)cc1 (stereo not drawn) | 100 | 95 | 112 | 100 | 101 | 46 | 95 | 93
51 | CS(=O)(=O)c1ccc(-c2[nH]c3ccccc3c2/C=N/NC(N)=S)cc1 | x | 95 | 98 | 99 | 90 | 85 | 106 | 104
52 | Cc1c(C(C)C)cc(C(C)C)c(CN(C)C)c1C | 103 | 108 | 103 | 109 | 115 | 92 | 108 | 101
53 | Clc1ccc(C2=NN(c3ccccc3)C(c3cccc(Nc4ccnc5cc(Cl)ccc45)c3)C2)cc1 (stereo not drawn) | 78 | 76 | 86 | 88 | 77 | 79 | 60 | 69
54 | Nc1ccccc1C(=O)N[C@@H]1CC(=O)c2ccccc2NC1=O | 99 | 101 | 108 | 97 | 108 | 83 | 97 | 98
55 | COc1ccc(-c2csc(NC(C)=O)n2)cc1NS(=O)(=O)c1cccc2c(N(C)C)cccc12 | 78 | 86 | 111 | 90 | 89 | 86 | 85 | 84
56 | COc1cc2c(c(OC)c1OC)C(=O)CC(c1cccc(C(=O)Nc3ccccc3Br)c1)O2 (stereo not drawn) | 95 | 74 | 95 | 90 | 98 | 76 | 68 | 88
57 | CCCC(O)Cn1ncc(C(=O)OCC)c1NC(=O)NCc1ccccc1C(F)(F)F (stereo not drawn) | 103 | 100 | 84 | 99 | 93 | 109 | 78 | 109
58 | O=C1c2cc(Cl)c(Cl)cc2C(=O)N1CNc1cc(Cl)ccc1Cl | 107 | 96 | 108 | 106 | 100 | 99 | 95 | 112
59 | C[N+](C)(C)C(=O)c1ccccc1 | 107 | 98 | x | 99 | 114 | 95 | 102 | 102
60 | CCc1ccc(S(=O)(=O)NC(=O)NC2CCCC2)cc1 | 100 | 101 | 108 | 99 | 99 | 90 | 102 | 102
61 | O=C1N=c2cc3c(cc2=C/C1=C/c1sc(=S)n(CCc2ccccc2)c1O)OCO3 | 115 | 100 | 97 | 97 | 99 | 60 | 97 | 98
62 | COc1ccc(Nc2ncccc2C(=O)NCc2cn(Cc3cccc(Oc4ccccc4)c3)nn2)cc1 | 46 | 50 | 42 | 34 | 34 | x | 55 | 61
63 | CCCCCCN(CCCCCC)CC(O)c1cc(-c2ccccc2)nc2cc(Cl)ccc12 (stereo not drawn) | 107 | 78 | 80 | 109 | 92 | 100 | 72 | x
64 | C=CCOc1c(Cl)c(Cl)c(Cl)c(Cl)c1Cl | 98 | 102 | 98 | 103 | 107 | 108 | 97 | 99
65 | O=C1/C(=C/c2ccc(Br)cc2)SC(=S)N1c1cccnc1 | 99 | 96 | 100 | 94 | 98 | 101 | x | 98
66 | Cc1ccc(S(=O)(=O)NCCCNc2nccc(-n3ccc4cccnc43)n2)cc1 | 100 | 97 | 117 | 100 | 103 | x | 95 | 98
67 | O=c1oc(-c2csc(-c3cccs3)n2)cc2ccccc12 | 89 | 94 | 110 | 103 | 100 | 93 | 97 | 89
68 | CCCCCCCCCCCCCCCCCCOc1ccccc1CC(=O)NCC[N+]1(C)CCCC1 | 6.8* | 31 | 33 | 82 | 87 | 45 | 4.9* | 35
69 | Cc1c2c(cc[n+]1Cc1ccc(F)cc1)c1ccc(OCc3cccc(F)c3)cc1n2Cc1cccc(F)c1 | -89* | -94* | -92* | -65* | -69* | -89* | -44* | -90*
70 | OCCN(CCO)c1ccc(Oc2ccccc2)cc1 | 93 | 99 | x | 103 | 111 | 78 | 90 | 97
71 | CCCOC(=O)CSC#N | 94 | 103 | 105 | 99 | 102 | 95 | 103 | 97
72 | O=C(COc1ncnc2sc3c(c12)CCCC3)N/N=C\c1ccc(Br)cc1 | 93 | 95 | x | 99 | 101 | 86 | 113 | 94
73 | Cn1c(=O)n(C)c2cc(NCc3cn(-c4ccc(C(F)(F)F)cc4)nc3-c3ccc(C(=O)O)cc3)ccc21 | 102 | 98 | 109 | 104 | 109 | 98 | 105 | 104

Among those listed so far, ten contain an NH in an aromatic ring.
no. | smiles | U251 | SF-268 | HCC-2998 | SF-539 | SF-295 | SNB-75 | PC-3 | SNB-19
7 | Cc1cccc(C)c1NC(=O)N=Nc1c(O)[nH]c2ccccc12 | 103 | 95 | 85 | 85 | 98 | 72 | 91 | 95
10 | CCc1c2cc(C(F)(F)F)ccc2n2cc(Cc3ccccc3)[nH]c(=O)c12 | 107 | 99 | 109 | 101 | 107 | 83 | 90 | 114
16 | S=c1[nH]sc(=S)[nH]1 | 102 | 100 | 117 | 108 | 105 | 103 | 101 | 99
20 | COc1ccc(-c2nc3sc4c(c3c(=O)[nH]2)CCCCCC4)cc1 | 47 | 49 | 81 | 65 | 44 | 49 | 70 | 66
23 | Cc1ccc(-c2nc(SCC(=O)c3ccc(C#N)cc3)[nH]c(=O)c2C#N)cc1 | 100 | 96 | 107 | 92 | 103 | 88 | 104 | 106
28 | O=c1[nH]c(NCc2ccccn2)nc2c3c(sc12)CCCC3 | 90 | 105 | 103 | 101 | 98 | 82 | 93 | 98
32 | O=[N+]([O-])CC(c1cccs1)c1c[nH]c2ccccc12 (stereo not drawn) | 94 | 84 | 80 | 90 | 84 | 60 | 94 | 89
45 | NC(=O)c1nc2c([nH]c1=O)CCCC2 | 106 | 101 | x | 97 | 103 | 90 | 101 | x
46 | COc1cc2[nH]c(=O)c3c4cccnc4cn3c2cc1OC | 112 | 105 | 104 | 127 | 95 | 98 | 98 | 94
51 | CS(=O)(=O)c1ccc(-c2[nH]c3ccccc3c2/C=N/NC(N)=S)cc1 | x | 95 | 98 | 99 | 90 | 85 | 106 | 104
